# TAAR1 antag: human TAAR1 antagonists, primary screen, Fluo-8 calcium fluorescence, CHO RD-HGA16 cells. Trace amine-associated receptor 1 (Homo sapiens), Q96RJ0. antagonist. inhibition, % at 3 µM. 1.5% of 360,000 active;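 active = inhibition above a per-plate cutoff, the mean inhibition of test compounds on that plate plus 3 SD, cut at about 49% in these data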;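 also: 0% = DMSO plus EC80 beta-PEA response and 100% = DMSO alone without agonist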
# Target sequence (Q96RJ0 whole entry, looked up): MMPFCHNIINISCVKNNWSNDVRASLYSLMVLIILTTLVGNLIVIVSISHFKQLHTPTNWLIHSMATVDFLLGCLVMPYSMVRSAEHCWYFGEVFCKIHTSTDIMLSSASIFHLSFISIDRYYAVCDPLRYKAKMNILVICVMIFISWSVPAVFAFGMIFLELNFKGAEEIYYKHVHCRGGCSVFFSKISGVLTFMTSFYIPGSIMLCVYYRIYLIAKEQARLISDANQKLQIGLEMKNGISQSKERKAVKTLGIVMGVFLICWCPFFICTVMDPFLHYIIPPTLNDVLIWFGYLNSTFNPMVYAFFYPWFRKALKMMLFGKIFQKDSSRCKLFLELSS
#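 Assay system: RD-HGA16 CHO cells with stable hTAAR1 and Gα16 / Reagent: EC80 β-phenethylamine stimulus / Doses: 3 µM, single point / Timing: dye loading 75 min at 37 °C, then 30 min room temperature / Measured by: Fluo-8 intracellular calcium dye fluorescence, real-time kinetic reads / Controls: vehicle wells and EC80 agonist wells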
# M1 ag parental: counter-screen for M1 agonists: effect in parental CHO-K1 cells; Fluo-8 calcium fluorescence; scaled to maximal ATP response, vehicle zero; activation, % at 3 µM; 0.48% of 360,000 active; AID 602248, 2012; in the data active = activation above about 15%;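 also: untransfected CHO-K1 host cells lacking M1 receptor as counterscreen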
# OXTR ag: human OXTR agonists, primary screen, fluorescence, CHO-OTR cells, Fluo-8 calcium. Oxytocin receptor (Homo sapiens), P30559. Fluo-8 calcium fluorescence; normalized: DMSO 0%, oxytocin 100%. activation, % at 3 µM. 0.32% of 320,000 active. AID 2435, 2010;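 active = activation above the mean of all tested compounds plus 3 SD, cutoff set per screening run, cut at about 20% in these data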;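 also: peak over basal fluorescence ratio from a 100 s FLIPR kinetic read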
# Target sequence (P30559 whole entry, looked up): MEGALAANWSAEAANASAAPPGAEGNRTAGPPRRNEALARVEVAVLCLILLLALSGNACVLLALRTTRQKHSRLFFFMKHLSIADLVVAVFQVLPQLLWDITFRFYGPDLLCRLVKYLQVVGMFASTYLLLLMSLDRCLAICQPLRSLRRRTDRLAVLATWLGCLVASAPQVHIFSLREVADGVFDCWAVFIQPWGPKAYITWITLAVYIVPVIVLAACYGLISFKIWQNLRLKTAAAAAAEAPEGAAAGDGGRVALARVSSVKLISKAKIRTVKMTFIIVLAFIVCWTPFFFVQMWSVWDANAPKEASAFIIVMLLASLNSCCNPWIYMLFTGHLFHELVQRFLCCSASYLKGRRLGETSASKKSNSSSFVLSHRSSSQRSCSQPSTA
# CHO-K1 Ca antag: M1 antagonist counterscreen hit in parental CHO-K1 cells | ATP-induced calcium, Fluo-8 fluorescence | inhibition, % at 3 µM | 0.6% of 360,000 active;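 active = inhibition above a per-plate cutoff, the plate's mean sample inhibition plus 3 SD, cut at about 24% in these data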;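 also: 0% = DMSO plus EC80 ATP and 100% = DMSO alone without ATP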
# OXTR potentiate: human OXTR potentiators, primary screen, fluorescence, CHO-OTR cells, Fluo-8 calcium. Oxytocin receptor (Homo sapiens), P30559. Fluo-8 calcium fluorescence, potentiator mode; 0% = oxytocin EC15, 100% = EC100. activation, % at 3 µM. 0.061% of 320,000 active;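 active = activation above that plate's cutoff, the mean activation of tested compounds plus 3 SD, cut at about 6.6% in these data, passing the limit was not always enough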;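 also: 100% uses oxytocin at 75 nM as the full agonist control; some results filed as inactive read as strong as hits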
#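 Measured by – Fluo-8 calcium dye fluorescence · Test system – human OTR in CHO cells · Dosing – one concentration, 3.0 µM compound · Controls – EC15 oxytocin alone as 0%, 75 nM oxytocin as 100% · Evaluation – normalized max/min fluorescence ratio, % activation · Timing – 6 min pre-incubation, 100 s read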
# M1 PAM parental: nonselective calcium activators in parental CHO-K1 cells, primary screen, counter-screen for M1 PAM project, cell-based, Fluo-8 calcium fluorescence, full deck, 1536-well; ATP EC20; 0% at ATP EC20, 100% at ATP max; activation, % at 3 µM; 0.02% of 360,000 active; AID 602247, 2012;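 active = activation above the run cutoff, the mean activation of all test compounds plus 3 SD, cut at about 40% in these data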;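 also: peak over basal fluorescence ratio in a 140 s read after ATP addition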
# GPR7 antagonist: GPR7 receptor antagonists, primary screen, cell-based, fluorescence, single concentration; Neuropeptides B/W receptor type 1 (Homo sapiens), P48145; GPR7-expressing cells, fluorescence antagonist assay; inhibition, % at 4.4 µM; 1.1% of 290,000 active; in the data active = inhibition above about 16%, passing the limit was not always enough;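 also: cells stimulated with the agonist NPW; 0% = agonist with vehicle and 100% = vehicle without agonist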
# Target sequence (P48145 whole entry, looked up): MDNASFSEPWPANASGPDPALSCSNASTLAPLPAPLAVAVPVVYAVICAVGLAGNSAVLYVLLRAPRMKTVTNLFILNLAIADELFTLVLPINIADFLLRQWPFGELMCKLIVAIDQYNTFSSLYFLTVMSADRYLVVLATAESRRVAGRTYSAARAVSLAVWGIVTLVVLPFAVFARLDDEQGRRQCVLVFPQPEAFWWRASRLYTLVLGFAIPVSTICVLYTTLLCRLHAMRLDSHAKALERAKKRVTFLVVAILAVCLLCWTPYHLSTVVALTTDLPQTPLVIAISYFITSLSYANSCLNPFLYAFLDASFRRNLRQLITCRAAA
# CHO parental Ca: ATP-evoked calcium signal inhibitors, parental CHO, primary screen, counter-screen for OX1R antagonist project, cell-based, fluorescence, Fluo-8 calcium dye; parental CHO-K1, ATP-induced calcium, Fluo-8 fluorescence; inhibition, % at 5.6 µM; 0.63% of 330,000 active; AID 463079, 2010;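 active = inhibition above that plate's mean sample inhibition plus 3 SD, cut at about 26% in these data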;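 also: 0% = ATP-challenged DMSO wells and 100% = DMSO wells without ATP; some compounds past the cut are filed as inactive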
#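 Material – parental CHO cells · Reagent – ATP stimulus · Compound – single nominal dose of 5.6 µM per compound · Detection – Fluo-8 fluorescence · Read-out basis – percent inhibition of calcium signal · Controls – ATP-challenged DMSO wells low, unchallenged DMSO wells high · Repeats – no replicates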
# V1aR counter: agonists of human V1a receptor, primary screen, counter-screen for OXTR agonist project, fluorescence, CHO-V1R cells | Vasopressin V1a receptor (Homo sapiens), P37288 | Fluo-8 calcium fluorescence, agonist mode; 0% DMSO, 100% 3 nM vasopressin | activation, % at 3 µM | 0.25% of 320,000 active | AID 2797, 2010;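 active = activation above the mean activation of all tested compounds plus 3 SD, per screening run, cut at about 20% in these data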;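 also: signal is peak over basal fluorescence ratio across a 100 second FLIPR read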
# * hit, by the source's call; nt = not tested or not shown.
SMILES,TAAR1 antag,M1 ag parental,OXTR ag,CHO-K1 Ca antag,OXTR potentiate,M1 PAM parental,GPR7 antagonist,CHO parental Ca,V1aR counter
CCN(C[C@H]1N[C@@](C)(C(=O)OC)[C@H]2C(=O)N(C)C(=O)[C@@H]12)C(=O)Nc1ccc(C(F)(F)F)cc1,-8,0.0,0.3,-1,2,18,nt,-8,-0.1
COC(=O)c1sc(C(F)(F)F)c(-c2ccccc2)c1S(=O)(=O)N(C)C,-36,nt,-1.5,nt,8,nt,-20,-7,-1.2
Cc1ccc(NC(=O)COC(=O)Cn2nc(C)c([N+](=O)[O-])c2C)c([N+](=O)[O-])c1,17,1.3,1.6,6,-7,4,-6,-12,1.7
CCN(C[C@H]1N[C@@](CC)(C(=O)OC)[C@H]2C(=O)N(C)C(=O)[C@@H]12)S(=O)(=O)c1ccc(C(F)(F)F)cc1,-28,0.6,6.5,-10,-5,17,nt,-20,-0.3
O=C(O)CCCCCN1C(=O)C2CCCCC2C1=O (stereo unspecified),-2,0.5,1.0,5,3,9,3,-3,-0.1
COc1cc(OC)c(C(=O)Nc2cccc3ccccc23)cc1OC,4,-1.0,-2.6,-2,-16,9,-4,-18,-0.4
CCc1nc2c(OCCn3cccc3)cccn2c1N(C=O)Cc1ccc(OC)cc1,-29,0.8,nt,-15,nt,21,nt,nt,nt
O=C(CSc1nnc(CNC(=O)c2cccs2)o1)Nc1ccccc1,-9,0.1,0.6,-6,-6,25,-9,-12,0.2
O=S(=O)(c1ccccc1)N1CCN=C1SCc1ccc(Cl)cc1,-18,0.1,-0.1,5,-17,9,-10,-22,1.6
COCCN(C(=O)COC(=O)Cc1cccc(OC)c1)c1c(N)n(CC(C)C)c(=O)[nH]c1=O,-4,0.0,0.9,12,-4,22,nt,-9,0.2
C/C(=C\c1ccc(C)o1)C(=O)c1c(C)cc(C)[nH]c1=O,1,-0.2,0.6,9,-4,-9,20*,0,-0.2
O=C(COC(=O)/C=C/c1ccccc1)Nc1ccc(Cl)cn1,-3,0.8,-0.7,-7,-3,9,nt,-6,0.3
CCN(CC(=O)Nc1cc(S(=O)(=O)N2CCCCC2)ccc1Cl)Cc1ccccc1,4,9.1,1.5,36*,-11,-5,nt,27,1.3
CCC1COC(c2cccn2Cc2ccc(Cl)cc2)=N1 (stereo unspecified),3,0.1,-2.1,-3,-10,23,-6,-29,0.1
CCN(CC)CCn1c(/N=C/c2ccc(OC)c(OC)c2)nc2ccccc21,-3,0.4,-0.2,0,-8,10,nt,-4,0.3
CCOC(=O)c1cccc(NC(=O)C(C)N2C(=O)c3ccccc3C2=O)c1 (stereo unspecified),14,0.7,4.8,-4,-1,-2,-4,-22,-0.3
Clc1ccccc1Nc1nc(NCC2CC2)nc2ccsc12,-2,3.9,nt,-2,nt,8,nt,nt,nt
CCOC(=O)C1=C(O)C(=O)N(c2ccc(S(N)(=O)=O)cc2)C1c1cccc([N+](=O)[O-])c1 (stereo unspecified),1,0.2,0.6,-10,-1,2,-9,-10,0.7
CCc1nc2c(OCC(=O)C(C)(C)C)cccn2c1N(C)C(=O)c1ccco1,-6,0.4,nt,-21,nt,17,nt,nt,nt
O=C(COC(=O)c1sc2ccccc2c1Cl)NCC1CCCCC1,-4,0.3,0.2,10,-10,1,-14,5,0.7

# Four of the compounds above, bar-delimited.
SMILES | TAAR1 antag | M1 ag parental | OXTR ag | CHO-K1 Ca antag | OXTR potentiate | M1 PAM parental | GPR7 antagonist | CHO parental Ca | V1aR counter
CCOC(=O)c1cccc(NC(=O)C(C)N2C(=O)c3ccccc3C2=O)c1 (stereo unspecified) | 14 | 0.7 | 4.8 | -4 | -1 | -2 | -4 | -22 | -0.3
Clc1ccccc1Nc1nc(NCC2CC2)nc2ccsc12 | -2 | 3.9 | nt | -2 | nt | 8 | nt | nt | nt
CCOC(=O)C1=C(O)C(=O)N(c2ccc(S(N)(=O)=O)cc2)C1c1cccc([N+](=O)[O-])c1 (stereo unspecified) | 1 | 0.2 | 0.6 | -10 | -1 | 2 | -9 | -10 | 0.7
CCc1nc2c(OCC(=O)C(C)(C)C)cccn2c1N(C)C(=O)c1ccco1 | -6 | 0.4 | nt | -21 | nt | 17 | nt | nt | nt

# Continued.
SMILES,TAAR1 antag,M1 ag parental,OXTR ag,CHO-K1 Ca antag,OXTR potentiate,M1 PAM parental,GPR7 antagonist,CHO parental Ca,V1aR counter
O=C(CNc1cccc(S(=O)(=O)N2CCCC2)c1)Nc1cccc(Br)c1,34,19*,5.1,5,-18,-16,nt,-1,8.9
C/C(=N\NC(=S)Nc1cccc(C)c1)c1ccco1,9,4.8,-2.0,-5,-1,29,-16,-13,-0.1
CCOC(=O)C1CCCN(C(=O)c2cn(CC)c3ccc(S(=O)(=O)N4CCCC4)cc3c2=O)C1 (stereo unspecified),15,-0.1,0.1,-1,-3,19,-6,-2,-0.7
COc1ccc(-c2cc3cc(OC)c(OC)cc3c(C)n2)cc1C,1,0.5,-0.5,-16,0,19,-14,-22,-0.4
CC1(C)Cc2c(sc(N)c2C#N)C(C)(C)N1,-1,0.4,2.3,-15,-10,10,-10,-15,0.1
Cc1cc(=O)[nH]c(N/N=C/c2ccc(OC(=O)c3cccnc3)cc2)n1,1,0.2,0.6,-13,-3,14,4,-7,-0.7
O=C(N/C(=C\c1ccc(Br)cc1)C(=O)N1CCOCC1)c1ccccc1Cl,-8,0.7,-0.3,-7,-11,7,-4,-15,0.0
Cc1ccc(S(=O)(=O)CCC(=O)N(CCCN2CCOCC2)c2nc3ccccc3s2)cc1,18,2.6,-0.4,-2,-5,3,nt,-34,-0.7
O=C(Nc1ccc([N+](=O)[O-])cc1)N1CCCCC1,0,0.9,-0.9,-10,-10,4,-12,-11,0.0
Cc1cc(Oc2ccccc2)nc(OCC#N)n1,-2,0.0,-0.4,-1,-13,3,-6,-3,1.0
Cn1cc([N+](=O)[O-])c(C(=O)Nc2ccn(Cc3c(F)c(F)cc(F)c3F)n2)n1,22,1.4,4.1,-21,-3,7,-7,-8,0.3
C=CCN(C(=O)Nc1ccc(F)cc1)C1CC(=O)N(c2ccc(OC)cc2)C1=O (stereo unspecified),11,0.7,1.0,-10,-6,20,-9,-14,1.1
O=C(Cc1ccc(-c2ccccc2)cc1)NC(c1ccccc1)c1ccccc1,-1,0.9,-0.3,-15,-10,18,1,4,2.0
CCOc1ccc(-n2c(=O)c3c(C)c(C)sc3n(CC(=O)NCc3ccco3)c2=O)cc1,nt,0.1,-0.3,6,-3,-10,-7,-3,1.0
CC1(C)CC(=O)C(N=Nc2cccnc2)=C(O)C1,-17,-0.2,1.3,-13,2,15,-3,-3,0.5
CC(NC(=O)/C=C/c1ccc(Br)cc1)c1ccc(Cl)cc1 (stereo unspecified),20,0.0,-0.9,-13,-16,3,4,1,0.3
CCN(CC)C(=O)Cn1cc(C(=O)C(=O)NCC2COc3ccccc3O2)c2ccccc21 (stereo unspecified),-16,0.8,-1.7,0,-17,-5,-5,-17,0.0
Cc1cc(OCC(=O)Nc2ccncc2)ccc1[N+](=O)[O-],6,12,9.7,-8,-22,-4,-7,7,8.4
COc1ccc(S(=O)(=O)Nc2ccc3c(c2)C(=O)N([C@H](C)CO)C[C@@H](C)[C@@H](CN(C)S(=O)(=O)c2ccc(Cl)cc2)O3)cc1,8,1.1,2.9,-14,0,12,nt,-13,2.1
CCn1cc(CCCC(=O)NCc2ccc(OC)cc2)c2ccccc21,-7,-0.1,nt,-12,nt,13,-3,nt,nt
C=C(C)CNC(=S)NNC(=O)CCn1c2cc(Cl)ccc2c2ccc(Cl)cc21,12,1.4,1.0,-7,-1,21,0,-5,0.1
CC(C)c1ccc(NC(=O)COc2ccc(F)cc2C(=O)c2cnn(-c3ccccc3)c2)cc1,7,1.3,-2.6,-4,-8,25,-2,-14,0.8
COc1ccc(OCc2cc(C(=O)NC(C)Cc3cccnc3)no2)c(Cl)c1 (stereo unspecified),-14,9.4,7.8,-11,-23,-5,-5,-23,8.7
O=C(Nc1c(-c2ccccc2)[nH][nH]c1=O)c1ccco1,13,0.2,nt,1,nt,-5,nt,nt,nt
C[n+]1cc[nH]c1SCC(=O)c1ccccc1,3,1.4,1.1,-15,-3,14,5,-2,-0.6
CCOc1cccc(/C=N/NS(=O)(=O)c2ccc(C)c([N+](=O)[O-])c2)c1O,-18,0.7,0.2,-12,-3,16,-10,-1,0.1
CC(=O)c1cccc(NC(=O)c2ccc3c(Cl)c4c(nc3c2)CCCC4)c1,-8,0.8,0.5,-8,1,22,-2,-14,1.3
Cc1nc(NC(=O)CSc2nncs2)c(Cl)cc1Cl,1,0.8,2.5,0,0,-21,-12,0,0.8
O=C(NCc1cccs1)c1cc(-c2ccccn2)nc2ccc(Br)cc12,1,-0.2,-0.1,2,-4,-12,-6,-10,0.5
CCC1(CC)NC(=O)N(CC(=O)OCC(=O)Nc2ccc(C(F)(F)F)cc2)C1=O,12,1.5,0.0,-3,-10,12,2,2,1.3
CCc1ccc(NC(=O)CSc2ccc(-c3ccco3)nn2)cc1,-9,0.5,-0.7,-16,7,11,-13,-17,-0.7
Cc1cccc(N/C(N)=N/c2nc(C)cc(C)n2)c1,56*,10,11,2,-21,2,28*,23,21*
CCc1nc2c(OCc3ccc(Cl)cc3Cl)cccn2c1N(C)C(=O)C1CC1,11,1.8,nt,2,nt,11,nt,nt,nt
CC1(c2ccccc2)NC(=S)N2C1NC(=S)N2c1ccccc1 (stereo unspecified),-6,-0.4,1.4,7,-10,2,2,-2,1.7
CC(C)CN(CC(C)C)C(=O)CCCC(=O)N(CC(C)C)CC(C)C,-9,0.7,-2.4,-10,6,17,-4,-26,-0.9
O=C(CSc1nnc(-c2ccc(F)cc2)c2ccccc12)Nc1c(F)cccc1F,-20,-1.3,-0.8,13,6,-7,-4,-18,-1.3
Cc1ccc2cc(CCNC(=O)CCCc3ccccc3)c(=O)[nH]c2c1,-37,0.7,-2.7,-8,-1,-13,-12,-17,-0.7
O=C(NC1CCCCC1)N1CCN(c2nc(-c3ccccc3)cs2)CC1,17,13,2.9,8,-20,-2,-4,8,7.8
CCc1nnc(NC(=O)C23CC4CC(CC(C4)C2)C3)s1,-14,-0.4,-2.3,-3,0,7,-4,-14,-0.7
